DAGLB inhibitor – blocks human DAGLB lipase activity | Q8NCG7 | HEK293T DAGLB membrane lysate, EnzChek fluorogenic substrate | inhibition, % at 5.17 µM | hit rate 0.059% among 340,000 | AID 504411; in the data active = inhibition above about 34%;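 also: 0% = enzyme with vehicle and 100% = wells lacking enzyme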
Target sequence (Q8NCG7 whole entry, looked up): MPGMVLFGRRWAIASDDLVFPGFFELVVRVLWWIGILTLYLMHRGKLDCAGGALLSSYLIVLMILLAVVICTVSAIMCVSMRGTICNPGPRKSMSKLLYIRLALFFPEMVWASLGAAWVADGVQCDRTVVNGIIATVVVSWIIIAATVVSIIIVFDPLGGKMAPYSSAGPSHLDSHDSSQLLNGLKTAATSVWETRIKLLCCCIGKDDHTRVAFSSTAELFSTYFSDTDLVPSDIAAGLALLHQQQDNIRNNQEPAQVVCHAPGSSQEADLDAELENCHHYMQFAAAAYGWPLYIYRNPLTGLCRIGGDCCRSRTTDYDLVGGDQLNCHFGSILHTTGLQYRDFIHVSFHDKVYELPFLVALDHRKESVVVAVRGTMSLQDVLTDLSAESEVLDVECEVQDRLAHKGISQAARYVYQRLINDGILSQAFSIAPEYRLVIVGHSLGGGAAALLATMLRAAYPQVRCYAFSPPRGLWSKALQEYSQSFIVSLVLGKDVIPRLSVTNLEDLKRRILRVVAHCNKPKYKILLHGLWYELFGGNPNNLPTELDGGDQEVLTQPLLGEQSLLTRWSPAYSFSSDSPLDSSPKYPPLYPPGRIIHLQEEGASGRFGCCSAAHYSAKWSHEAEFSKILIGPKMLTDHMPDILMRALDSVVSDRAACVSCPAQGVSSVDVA
Wnt bcat act – activators of Wnt/beta-catenin signaling; Wnt/beta-catenin reporter cell assay, activator, plate reader; hit rate 1.2% among 300,000; activation, % at 9.35 µM; in the data active = activation above about 30%, passing the limit was not always enough;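 also: 0% = neutral control wells and 100% = positive control wells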
AddAB inh – less growth of phage-infected E. coli with AddAB; E. coli expressing H. pylori AddAB, absorbance growth; inhibition, % at 11.9 µM; hit rate 0.29% among 330,000; AID 435030; in the data active = inhibition above about 12%;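 also: 0% = vehicle wells of infected cells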
Ecoli viability – bacterial growth inhibition, counter-screen for AddAB inhibitors. inhibition, % at 11.9 µM. E. coli V3065 growth, OD600 absorbance, 18 h. hit rate 0.27% among 330,000. AID 449728;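 active = inhibition above the campaign's mean inhibition across all tested compounds plus 3 SD, cut at about 9.9% in these data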;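 also: uninfected addAB+ strain grown without phage in ampicillin broth; 0% = DMSO wells and 100% = ciprofloxacin 0.95 µg/ml wells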
phage Ecoli inh – E. coli growth loss with phage present. hit rate 0.26% among 360,000. growth absorbance. inhibition, % at 11.9 µM; in the data active = inhibition above about 11%
The depositor's hits bear a star; . = no result given; & = joins results of further samples.

[1] C[C@@H]1CN([C@H](C)CO)C(=O)CCCn2cc(nn2)CO[C@H]1CN(C)C(=O)Oc1ccc2ccccc2c1
[2] COC(=O)C1(F)C(=O)NC(=O)NC1O (centres undefined)
[3] O=P(OC1=CCCCC1)(c1ccccc1)c1ccccc1
[4] NC(CC(=O)O)C1CCCCC1 (centres undefined)
[5] C[N+]1(CCC(C(N)=O)(c2ccccc2)c2ccccc2)CCCCC1
[6] C[C@H]1C/C=C/[C@H]2[C@H](O)[C@H](C)[C@@](C)(O)[C@H]3[C@H](Cc4ccccc4)NC(=O)[C@]32[C@H](O)/C=C/[C@](C)(O)C1
[7] Cc1nc2c(c(=O)[nH]1)C(c1ccccc1Cl)c1c(c3ccccc3oc1=O)O2 (centres undefined)
[8] N#CC(C#N)=Cc1ccc(-c2ccccc2)o1

entry no.	1	2	3	4	5	6	7	8
DAGLB inhibitor	-2	.	.	.	.	.	.	.
phage Ecoli inh	.	1.6	2.3	.	.	.	.	.
Ecoli viability	.	.	.	-0.1	-1.5	0.8	-0.3	0.7
AddAB inh	.	.	.	3.2	-3.0	4.0	2.1	-0.5
Wnt bcat act	.	.	.	.	.	.	.	.

[9] COc1cc2c(cc1OC)-c1c(OC)c(OC)c(OC)c3ccnc(c13)C2=O
[10] Cc1nc2c(c(=O)[nH]1)C(c1ccc([N+](=O)[O-])cc1)c1c(c3ccccc3oc1=O)O2 (centres undefined)
[11] COc1ccc(N2C(=O)NC(=O)/C(=C/c3ccc4c(c3)Cc3ccccc3-4)C2=O)cc1
[12] CNCCc1ccccc1
[13] CCCCCCn1c(O)c(C=NC2CCCCC2N)c(=O)[nH]c1=O (centres undefined)
[14] CCCNC(=O)c1c(N)n(Cc2ccco2)c2nc3ccccc3nc12
[15] CCC/C=C(\CCC)C(NP(=O)(c1ccccc1)c1ccccc1)c1ccccc1 (centres undefined)
[16] Cc1[nH]c2c(Cl)cccc2c1CCN

entry no.	9	10	11	12	13	14	15	16
DAGLB inhibitor	.	.	.	.	.	.	.	.
phage Ecoli inh	.	.	.	.	.	.	.	.
Ecoli viability	-7.0	-1.1	0.0	-1.8	-1.0	0.2	0.8	-1.7
AddAB inh	-2.9	1.1	-1.3	0.8	0.3	1.4	2.7	2.0
Wnt bcat act	.	.	.	.	.	.	.	.

[17] Oc1ccc(C(=C(Cl)Cl)c2ccc(O)cc2)cc1
[18] C=C(C)CN1CC[C@]23c4c5ccc(O)c4O[C@H]2c2[nH]c4ccccc4c2C[C@@]3(O)C1C5
[19] CC(=O)c1ccccc1NC(=O)C1C2CCC(O2)C1C(=O)O (centres undefined)
[20] COC1CC(OC2CCC3(C)C(CCC4C3CCC3(C)C(C5=CC(=O)OC5)C(OC(C)=O)CC43O)C2)OC(C)C1OC1OC(COC2OC(CO)C(O)C(O)C2O)C(O)C(O)C1O (centres undefined)
[21] FC(F)(F)c1cccc(N2CCNCC2)c1
[22] CC1(C)C(=O)C=C[C@]2(C)[C@H]3CC[C@@]4(C)[C@H](c5ccoc5)OC(=O)[C@H]5O[C@]54[C@]3(C)[C@H](O)C[C@@H]12
[23] CCN1C[C@@]2(COC)C3[C@@H](OC)[C@H]4[C@@H]1[C@@]3(C1C[C@H]3[C@H](OC(=O)c5ccccc5)C1[C@]4(OC(C)=O)C[C@H]3OC)[C@@H](OC)C[C@H]2O (some centres undefined)
[24] CCCCN1C(=O)/C(=C/c2ccc(N3CCCCCC3)cc2)C(=O)NC1=S

entry no.	17	18	19	20	21	22	23	24
DAGLB inhibitor	.	.	.	.	.	.	.	.
phage Ecoli inh	.	.	.	.	.	.	.	.
Ecoli viability	1.5	0.4	2.6	0.8	-1.6	1.4	-1.0	-1.2
AddAB inh	-0.3	0.2	0.5	2.7	-4.3	3.2	1.2	2.2
Wnt bcat act	.	.	.	.	.	.	.	.

[25] CCN1C[C@]2(COC)CC[C@H](O)[C@@]34C5C[C@H]6[C@H](O)C5[C@](O)(C[C@H]6OC)[C@@H]([C@H](OC)C23)[C@@H]14 (some centres undefined)
[26] Cc1ccc(N2C(=O)NC(=O)/C(=C\c3ccsc3)C2=O)cc1C
[27] COc1ccccc1Cn1c(SCC(=O)C(C)(C)C)nc2cc(C(=O)N3CCC4(CC3)OCCO4)ccc2c1=O
[28] CN1/C(=C\C=C\C2=[N+](C)c3ccc4ccccc4c3C2(C)C)C(C)(C)c2ccccc21
[29] Cc1ccsc1C(=O)C1CCCN(Cc2cnc(N(C)C)s2)C1 (centres undefined)
[30] O=C1NC(=O)N(c2ccccc2)C(=O)/C1=C\c1ccc([N+](=O)[O-])o1
[31] CCCCn1c(=O)c(C(=O)Nc2nnc(C(C)C)s2)c(O)c2ccccc21
[32] CC(C)OC(=O)C1C(c2ccc(I)cc2)CC2CCC1N2C (centres undefined)

entry no.	25	26	27	28	29	30	31	32
DAGLB inhibitor	.	.	.	.	.	.	.	.
phage Ecoli inh	.	.	.	.	.	.	.	3.0
Ecoli viability	0.0	-1.3	0.2	51*	-0.7	-0.3	0.2	.
AddAB inh	2.5	-2.0	5.8	30*	0.8	1.8	2.7	.
Wnt bcat act	.	.	.	.	.	.	.	-2

[33] Cc1cccc(C)c1-n1nnnc1C(c1ccccc1OC(F)(F)F)N1CCC(n2c(=O)[nH]c3ccccc32)CC1 (centres undefined)
[34] O=C1NCN(c2ccccc2)C12CCN(C(c1ccccc1)c1nnnn1C1CCCC1)CC2 (centres undefined)
[35] COc1ccc(-n2nnnc2C(c2cccc3ccccc23)N2CCC3(CC2)C(=O)NCN3c2ccccc2)cc1 (centres undefined)
[36] CCOC(=O)CNC(=O)N1Cc2cc(-c3ccccc3)ccc2-n2nncc2C1
[37] CCC(c1nnnn1C1CCCCC1)N1CCC2(CC1)C(=O)NCN2c1ccccc1 (centres undefined)
[38] Cc1cc(N2CCNC[C@@H]2C)ccc1N1CC[C@@H](O)C1
[39] O=c1[nH]c2ccccc2n1C1CCN(C(c2ccccc2)c2nnnn2Cc2ccccc2)CC1 (centres undefined)
[40] CCCCn1nnnc1C(c1cccc2ccccc12)N1CCC2(CC1)C(=O)NCN2c1ccccc1 (centres undefined)

entry no.	33	34	35	36	37	38	39	40
DAGLB inhibitor	.	.	.	.	.	.	.	.
phage Ecoli inh	-2.2	-0.1	1.2	5.5	-2.0	0.6	-0.2	2.5
Ecoli viability	.	.	.	.	.	.	.	.
AddAB inh	.	.	.	.	.	.	.	.
Wnt bcat act	-3	-3	-7	-1	-2	1	-3	-2

[41] COC(=O)C1=COC(C)C2CN3CCc4c([nH]c5cc(OC)ccc45)C3CC12 (centres undefined)
[42] CSCCC(c1nnnn1-c1ccc2c(c1)OCCO2)N1CCC2(CC1)C(=O)NCN2c1ccccc1 (centres undefined)
[43] Clc1cccc(N2Cc3cc(N4CCOCC4)ccc3-n3nncc3C2)c1
[44] Clc1ccc([C@H]2CC3CCC2N3)cn1 (some centres undefined)
[45] CCOC(=O)[C@]12Cc3cc(OC)ccc3[C@H]1N(CCC(=O)OC)C(=O)c1cc(OC)ccc12
[46] CC(C)CN1Cc2cc(N3CCCCC3)ccc2-n2nncc2C1
[47] O=C(NC1CCCCC1)N1Cc2cc(-c3ccccc3)ccc2-n2nncc2C1
[48] C[C@H]1CNCCN1c1ccc(N2CC[C@H](O)C2)c(C#N)c1

entry no.	41	42	43	44	45	46	47	48
DAGLB inhibitor	.	.	.	.	.	.	.	.
phage Ecoli inh	0.7	2.0	3.0	3.0&1.6	1.5	1.0	4.2	3.2
Ecoli viability	.	.	.	.	.	.	.	.
AddAB inh	.	.	.	.	.	.	.	.
Wnt bcat act	-1	-4	-2	2&-4	-5	-2	0	-4

Of the compounds above, these contain a CF3 group:
[21] FC(F)(F)c1cccc(N2CCNCC2)c1
[33] Cc1cccc(C)c1-n1nnnc1C(c1ccccc1OC(F)(F)F)N1CCC(n2c(=O)[nH]c3ccccc32)CC1 (centres undefined)

entry no.	21	33
DAGLB inhibitor	.	.
phage Ecoli inh	.	-2.2
Ecoli viability	-1.6	.
AddAB inh	-4.3	.
Wnt bcat act	.	-3

Other entries follow:
[49] CC(C)(C)n1nnnc1C(c1ccccc1)N1CCC2(CC1)C(=O)NCN2c1ccccc1 (centres undefined)
[50] C[C@H]1COc2cccc(N3CCN(C)CC3)c2S(=O)(=O)N1
[51] OC1CN2CCCC(O)C2C1O (centres undefined)
[52] COc1ccc(C(c2nnnn2C(C)(C)C)N2CCC3(CC2)C(=O)NCN3c2ccccc2)cc1 (centres undefined)
[53] COc1ccc(-n2nnnc2C(c2ccccc2OC(F)(F)F)N2CCC(n3c(=O)[nH]c4ccccc43)CC2)cc1 (centres undefined)
[54] CCOC(=O)[C@]12Cc3cc(C)ccc3[C@H]1N(C1CCCCC1)C(=O)c1ccccc12
[55] CCOC(=O)[C@]12Cc3c(cc(OC)c(OC)c3OC)[C@H]1N(CCC(=O)OC)C(=O)c1ccccc12
[56] O=C1NCN(c2ccccc2)C12CCN(C(c1cccs1)c1nnnn1C1CCCC1)CC2 (centres undefined)

entry no.	49	50	51	52	53	54	55	56
DAGLB inhibitor	.	.	.	.	.	.	.	.
phage Ecoli inh	0.2	1.4	1.6	2.0	0.3	5.3	0.7	2.0
Ecoli viability	.	.	.	.	.	.	.	.
AddAB inh	.	.	.	.	.	.	.	.
Wnt bcat act	-3	0	-2	-2	-3	-3	-4	-2

[57] Brc1ccc2c(c1)-n1nncc1CNC2
[58] CNC(C)Cc1ccc(OC)cc1 (centres undefined)
[59] CN1CCC2(CC1)NC(=O)c1ccccc1N2
[60] CC(N)Cc1ccc(O)cc1 (centres undefined)
[61] C=CCNC(=S)N1Cc2cc(Br)ccc2-n2nncc2C1
[62] COc1ccc2nc(-c3ccc(CN4CCC(n5c(=O)[nH]c6cc(Cl)ccc65)CC4)cc3)c(-c3ccccc3)nc2c1
[63] CC(C)NC1(c2ccccc2)CCCCC1
[64] O=C(NCCN1CCC2(CC1)C(=O)NCN2c1cccc(F)c1)c1ccc2ccccc2c1

entry no.	57	58	59	60	61	62	63	64
DAGLB inhibitor	.	.	.	.	.	.	.	.
phage Ecoli inh	3.0	2.2	-1.3	3.4&3.6	2.2	0.8	-0.7	2.6
Ecoli viability	.	.	.	.	.	.	.	.
AddAB inh	.	.	.	.	.	.	.	.
Wnt bcat act	2	-4	-2	0&-3	-2	-9	-11	-2

[65] O=C(NC1CCCCC1)N1Cc2cc(N3CCOCC3)ccc2-n2nncc2C1
[66] O=C1c2ccccc2-n2nnc(-c3ccccc3)c2C2c3cc(Br)ccc3CCN12 (centres undefined)
[67] CC1C(=O)CC2(C(C)C)CC12 (centres undefined)
[68] Cc1cccc(C)c1-n1nnnc1C(CCc1ccccc1)N1CCC2(CC1)C(=O)NCN2c1ccccc1 (centres undefined)
[69] COc1ccc(-n2nnnc2C(c2cccc(OC)c2OC)N2CCC(n3c(=O)[nH]c4ccccc43)CC2)cc1 (centres undefined)
[70] COc1ccc(CN2Cc3cc(N4CCCCC4)ccc3-n3nncc3C2)cc1
[71] Cc1cccc(C)c1-n1nnnc1C(CCc1ccccc1)N1CCC(n2c(=O)[nH]c3ccccc32)CC1 (centres undefined)
[72] COc1ccc(-c2nc3ccc(Br)cn3c2CC(=O)N2CCCC2)cc1OC

entry no.	65	66	67	68	69	70	71	72
DAGLB inhibitor	.	.	.	.	.	.	.	.
phage Ecoli inh	-2.4	0.9	1.0	-0.7	2.1	-0.7	0.2	-1.3
Ecoli viability	.	.	.	.	.	.	.	.
AddAB inh	.	.	.	.	.	.	.	.
Wnt bcat act	5	-1	-1	-1	-6	-1	-2	-1

Profiles, looked up by structure. Screens in order: DAGLB inhibitor | phage Ecoli inh | Ecoli viability | AddAB inh | Wnt bcat act
Cc1cccc(C)c1-n1nnnc1C(CCc1ccccc1)N1CCC2(CC1)C(=O)NCN2c1ccccc1 (centres undefined) across the screens: . | -0.7 | . | . | -1
O=C1c2ccccc2-n2nnc(-c3ccccc3)c2C2c3cc(Br)ccc3CCN12 (centres undefined) across the screens: . | 0.9 | . | . | -1
CC1C(=O)CC2(C(C)C)CC12 (centres undefined) across the screens: . | 1.0 | . | . | -1
O=C(NC1CCCCC1)N1Cc2cc(N3CCOCC3)ccc2-n2nncc2C1 across the screens: . | -2.4 | . | . | 5

Screen by screen, quoted from above:
Nos. 65 to 72 in phage Ecoli inh read -2.4, 0.9, 1.0, -0.7, 2.1, -0.7, 0.2, -1.3
Nos. 65 to 72 in Wnt bcat act read 5, -1, -1, -1, -6, -1, -2, -1

New compounds follow.
[73] COC(=O)C1C(c2ccccc2)CC2CCC1N2C (centres undefined)
[74] CCOC(=O)[C@]12Cc3cc4ccccc4cc3[C@H]1N(Cc1ccccc1)C(=O)c1cc(OC)ccc12
[75] COc1ccc(-n2nnnc2C(c2ccccc2)N2CCC3(CC2)C(=O)NCN3c2ccccc2)cc1 (centres undefined)
[76] O=C(NCCN1CCC2(CC1)C(=O)NCN2c1ccccc1)c1ccc(F)cc1

entry no.	73	74	75	76
DAGLB inhibitor	.	.	.	.
phage Ecoli inh	3.6	1.1	-0.7	2.9
Ecoli viability	.	.	.	.
AddAB inh	.	.	.	.
Wnt bcat act	0	-9	-1	-3

Screens (PubChem BioAssay)

An excerpt; the hit share may differ from the screen's.
